Source: PubChem BioAssay
S1P3 antag: blocks the human S1P3 receptor; Q99500; CHO S1P3 NFAT-BLA reporter, FRET fluorescence, antagonist mode; inhibition, % at 4.98 µM; hit rate 0.27% among 170,000;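 active = inhibition above the plate cutoff, the mean inhibition of test wells on that plate plus 3 SD, cut at about 28% in these data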;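 note: cells challenged with S1P at its EC80 of 0.8 µM; blue over green emission ratio from cleaved BLA substrate after 4 h stimulation; 0% = S1P-stimulated wells and 100% = unstimulated DMSO-only wells; some compounds past the cut are filed as inactive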
Target sequence (Q99500 whole entry, looked up): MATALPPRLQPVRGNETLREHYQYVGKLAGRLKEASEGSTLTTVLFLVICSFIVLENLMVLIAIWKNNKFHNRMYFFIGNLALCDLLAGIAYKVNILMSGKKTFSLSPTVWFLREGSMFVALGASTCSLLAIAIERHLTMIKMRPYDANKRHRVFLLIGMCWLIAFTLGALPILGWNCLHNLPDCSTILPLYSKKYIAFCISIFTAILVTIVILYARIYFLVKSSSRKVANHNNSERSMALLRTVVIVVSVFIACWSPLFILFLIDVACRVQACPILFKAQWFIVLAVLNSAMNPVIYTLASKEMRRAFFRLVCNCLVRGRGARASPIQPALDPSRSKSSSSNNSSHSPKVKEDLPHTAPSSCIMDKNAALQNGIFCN
Hsp70 activator: transcriptional activators of Hsp70; HeLa Hsp70 promoter luciferase reporter, luminescence; scaled: vehicle 0, proteasome-inhibitor control 100%; activation, % at 10 µM; hit rate 0.04% among 200,000;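 active = activation above the mean across all tested compounds plus 3 SD, cutoff set per campaign, cut at about 5.5% in these data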;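 note: 100% = MG132 at 30 µM as the positive control and 0% = DMSO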
TLR4-MyD88 BLA: TLR4-MyD88 interaction inhibition in cells; inhibition, % at 8.4 µM; HeLa CL3-4 TLR4/MyD88 BLA complementation, FRET ratio; O00206+Q99836; hit rate 0.18% among 200,000; in the data active = inhibition above about 25%;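 note: 0% = vehicle and 100% = reference inhibitor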
PMI activator: phosphomannose isomerase (human) activation | AID 1214 | purified human PMI, coupled resazurin fluorescence, 20 min; stronger effect = higher value; 1 = vehicle control, 0 substrate-free wells | activation factor at 20 µM | P34949 | hit rate 0.005% among 190,000;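 active = activation factor of 2 or more at 20 µM, relative to plate controls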
Target sequence (P34949 whole entry, looked up): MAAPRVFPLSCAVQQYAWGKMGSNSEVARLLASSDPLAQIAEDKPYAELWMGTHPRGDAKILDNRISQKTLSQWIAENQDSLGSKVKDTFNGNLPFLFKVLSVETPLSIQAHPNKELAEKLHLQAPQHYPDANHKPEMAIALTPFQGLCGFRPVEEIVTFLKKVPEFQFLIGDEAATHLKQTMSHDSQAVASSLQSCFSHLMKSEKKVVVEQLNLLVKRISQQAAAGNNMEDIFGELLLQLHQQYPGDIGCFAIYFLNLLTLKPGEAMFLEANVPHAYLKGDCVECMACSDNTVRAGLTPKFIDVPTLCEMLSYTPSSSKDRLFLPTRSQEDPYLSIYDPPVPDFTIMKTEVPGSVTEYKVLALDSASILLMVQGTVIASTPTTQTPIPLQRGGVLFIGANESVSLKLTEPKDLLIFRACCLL
DTT redox prof: compounds producing H2O2 with reducing agent – biochemical, NIH compound library profiling, artefact control for MLSCN library redox annotation, primary screen | DTT-dependent redox cycling H2O2, phenol red/HRP absorbance; 100% = 100 µM peroxide control, 0% = buffer | activation, % at 10 µM | hit rate 0.03% among 200,000;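 active = activation of at least 50% relative to the plate's high and low controls in the primary single-dose screen; inactive = activation below 50%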;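 note: compound incubated with DTT at 0.8 mM final as the reducing agent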
RAM network inh: inhibitors of the yeast RAM network; S. cerevisiae dse1pr::URA3 reporter, 5-FOA growth OD615, 2 d; analog-sensitive cbk1-as2 kinase mutant strain; inhibition, % at 50 µM; hit rate 1.8% among 190,000; AID 868;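 active = inhibition above a set limit, 3 SD over mean compound inhibition, cut at about 8.4% in these data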;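 note: 0% = DMSO-only wells with no growth and 100% = 10 µM 1-NA-PP1 full growth; inhibition rescues growth on 5-FOA so higher OD means more RAM inhibition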
Diaphorase act: activates diaphorase or chemically reduces, flagging diaphorase assay artifacts | Diaphorase/resazurin coupled assay, resorufin fluorescence, 16 min; stronger effect = higher value; 1 = vehicle wells, 0 = NADH-free wells | activation factor at 20 µM | hit rate 0.005% among 190,000 | AID 1229;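 active = diaphorase activity raised at least twofold by the compound at 20 µM; inactive = activation factor below 2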
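Material: Purified diaphorase enzyme from Clostridium kluyveri | Buffer or medium: 50 mM HEPES pH 7.4 with 4.542 mM MgCl2, 0.005% Tween 20 | Times: 16 min enzyme reaction, ambient temperature | Signal: Red resorufin fluorescence at 544/590 nm excitation/emission | Measure: Increased resorufin signal from activators or reducing compounds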
G6PDH CS: inhibits Leuconostoc G6PDH, flagging false hits in G6PDH-based assays. Purified L. mesenteroides G6PDH, diaphorase/resazurin coupled fluorescence, 45 min. inhibition, % at 5 µM. hit rate 0.12% among 200,000
Lmaj promast: inhibitors of Leishmania major promastigote growth; Leishmania major promastigotes, resazurin fluorescence viability; inhibition, % at 10 µM; hit rate 9% among 200,000; AID 1063;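 note: promastigotes grown with compound for 44 hours at 28 °C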
Diaph inh CS: diaphorase inhibition or chemical oxidation counter-screen; diaphorase resazurin-to-resorufin fluorescence, NADH, 16 min; bacterial (C. kluyveri) enzyme, not human; inhibition, % at 20 µM; hit rate 0.69% among 190,000; AID 1217;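 active = primary screen inhibition at 20 µM above a set limit, cut at about 50% in these data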;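 note: plate controls were DMSO with full reaction for no effect and wells lacking NADH for full effect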
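Test system: Clostridium kluyveri diaphorase enzyme / Quantity: diaphorase at 0.14 U/mL in enzyme working solution / Incubation: 16-min room-temperature incubation before reading / Benchmarks: NADH-free wells as positive control, DMSO-only neutral wells / Signal: resorufin fluorescence 544/590 nm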
PMI act hi M6P: activators of human phosphomannose isomerase at near-saturating mannose 6-phosphate. activation factor at 20 µM. AID 1216. P34949. hit rate 0.34% among 190,000. coupled PMI enzyme assay, resazurin fluorescence, 20 min; stronger effect = higher value; 1 = untreated enzyme, 0 = substrate-free blank;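 active = activation factor of 2 or more at 20 µM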
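Test system: Human PMI in coupled enzyme assay | Input: 15 ng/mL PMI | Medium: HEPES-buffered pH 7.4 with magnesium and detergent | Compound: One concentration, 20 µM, in 1% DMSO | Incubation: Enzyme reaction with compound 20 min at room temperature | Detection: Diaphorase-driven resazurin-to-resorufin fluorescence, excitation 544, emission 590 nm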
* hit, by the source's call; nt = no result given. Cut-off read from the data, not from the text of the source, unless noted: active = inhibition above about 50%; inactive = the rest.

SMILES | S1P3 antag | Hsp70 activator | TLR4-MyD88 BLA | PMI activator | DTT redox prof | RAM network inh | Diaphorase act | G6PDH CS | Lmaj promast | Diaph inh CS | PMI act hi M6P
CSC(=S)N/N=C/c1c[nH]c2ccccc12 | 4.8 | -0.1 | -16.8 | 0.8 | 0.2 | -0.2 | 0.8 | -19.9 | 10.1 | 19.7 | 1
Nc1cc(OC(=O)c2ccco2)nn1S(=O)(=O)c1ccc(F)cc1 | nt | -0.2 | 10.8 | 1 | 1.9 | 1.7 | 0.9 | 3.1 | -3.3 | 9.9 | 1
COc1ccccc1Oc1cc(-n2nc(C)cc2C)ncn1 | 11.6 | -0.3 | -9.9 | 1 | -0.8 | 0.0 | 0.9 | -0.1 | -8.7 | 6.5 | 1
COc1ccc(CCN2C(=O)CC(NC34CC5CC(CC(C5)C3)C4)C2=O)cc1OC (stereo not drawn) | -7.2 | 1.9 | -4.5 | 1 | 0.0 | 0.5 | 1 | 2.8 | -1.8 | 4.2 | 1.1
CSc1ccccc1NC(=O)N1CCCC(C(=O)c2ccc3c(c2)OCO3)C1 (stereo not drawn) | 11.2 | -0.3 | -7.2 | 1 | -0.9 | -0.2 | 0.8 | 8.9 | 3.5 | 17.9 | 1.1
O=C1C2=C(SCCS2)C(=O)N1c1ccccc1 | -2.7 | -0.4 | -2.0 | 0.9 | 0.0 | 0.2 | 0.9 | 2.6 | 14.6 | 12.9 | 1
CCS(=O)(=O)Nc1ccc(-c2nnc(SCC(=O)OC)o2)cc1 | -17.8 | -0.2 | 6.9 | 1 | 2.9 | 0.5 | 0.9 | 2.6 | -2.9 | 10.6 | 1
COc1cccc(C2CC(=O)NC3=C2C(=O)CCC3)c1 (stereo not drawn) | -45.0 | -0.2 | -15.3 | 1 | 1.6 | 0.7 | 1.1 | 8.3 | -7.1 | -5.9 | 1
Cc1ccc2nc3c(c(Nc4ccc5c(c4)OCCO5)c2c1)CCC3 | -1.7 | -0.3 | 13.1 | 1 | 0.1 | -0.1 | 0.9 | 6.5 | 98.4* | 10.8 | 0.9
O=C(NNC(=O)C1CC(c2cccs2)=NO1)NC1CCCCC1 (stereo not drawn) | -14.0 | -0.4 | 10.3 | 0.9 | -0.8 | 1.2 | 0.9 | 18.2 | -4.9 | 6.6 | 0.9
COc1cccc(/C=N/NC(=O)c2ccc([N+](=O)[O-])cc2Cl)c1O | -7.8 | -0.1 | -6.6 | 0.9 | 0.3 | 0.3 | 0.9 | 8.2 | 99.2* | 13.2 | 1.1
COc1ccc(Nc2c3c(c(C#N)c4nc5ccccc5n24)CCC3)cc1 | nt | -0.5 | -18.2 | 0.9 | -3.7 | 2.3 | 1 | 9.3 | -5.7 | -0.6 | 0.9
Cn1cccc1C(=O)OCC(=O)N1CC(=O)Nc2ccccc21 | -10.1 | -0.1 | -1.8 | 1.1 | -0.2 | -0.4 | 1.1 | 1.1 | -4.6 | -13.4 | 1.1
N#CC1=C(N)C2=CCCC[C@H]2[C@H](c2ccc(Br)cc2)C1(C#N)C#N | -14.1 | 0.0 | 6.3 | 0.8 | 0.6 | 2.4 | 0.9 | 14.4 | 77.7* | 14.1 | 0.6
COc1ccc(S(=O)(=O)NCC(c2cccnc2)N2CCN(c3ccccc3OC)CC2)cc1C (stereo not drawn) | 8.0 | -0.4 | -14.0 | 1 | -0.1 | -0.4 | 1 | 7.2 | 97.8* | 3.3 | 1.1
CCn1nc(C(=O)OCC(=O)N2c3ccccc3CC2C)c2ccccc2c1=O (stereo not drawn) | 17.1 | -0.3 | 9.0 | 0.9 | -0.6 | 0.5 | 0.7 | 2.0 | -8.8 | 28.1 | 0.9
Cc1onc(-c2c(F)cccc2Cl)c1C(=O)NCc1ccccn1 | 12.1 | -0.5 | 3.5 | 1.1 | 0.0 | 0.0 | 1 | 0.8 | -0.1 | -4.4 | 1.1
Cc1cc(CN2C(=O)c3ccccc3C2=O)on1 | 19.0 | -0.5 | -9.4 | 0.9 | -0.7 | 1.2 | 0.9 | 0.6 | -5.3 | 11.2 | 0.9
COc1cc(NC(=O)C2CC(=O)NC3=C2C(=O)CCC3)cc(OC)c1 (stereo not drawn) | nt | -0.3 | 0.0 | 1 | -3.6 | -0.3 | 1 | 3.3 | -4.6 | -3.8 | 1
Cc1ccc(/C=C2/NC(=O)N(Cc3ccccc3F)C2=O)s1 | 6.5 | 0.2 | 14.3 | 1.2 | -0.4 | 6.4 | 1.1 | 3.0 | -6.5 | -7.5 | 1.1
CC(=O)Nc1ccc(Cc2nc3ccccc3[nH]2)cc1 | -3.1 | -0.3 | -6.7 | 1 | -0.4 | -1.6 | 0.9 | 10.2 | -3.8 | 6.3 | 1
CCCCNC(=O)OCC(CC)NC(=O)OCC(C)C (stereo not drawn) | nt | 0.2 | -0.4 | 1.1 | -3.6 | 0.3 | 0.9 | 7.0 | -7.7 | 7.3 | 1
CCC/C(O)=C1\C(=O)CC(C)(C)CC1=Nc1ccc(OC)cc1OC | 21.7 | -0.5 | 7.4 | 0.9 | 1.7 | 2.2 | 0.8 | 5.6 | 4.2 | 21.0 | 0.9
C=CCn1c(CCNC(=O)c2cccs2)nnc1SCC(=O)c1cccc([N+](=O)[O-])c1 | nt | -0.3 | -13.3 | 1 | 0.7 | 2.3 | 0.9 | 4.0 | -2.1 | 11.6 | 1
CCC1=Nc2cc(C(=O)NCCCOC)ccc2Sc2ccccc21 | nt | -0.2 | 0.5 | 1.5 | 0.1 | 0.6 | 1 | 1.9 | 19.5 | 0.2 | 1.7
NC(=O)COC(=O)C12CC3CC(CC(O)(C3)C1)C2 | -3.4 | -0.2 | -7.2 | 1.1 | -0.4 | 5.1 | 1 | 6.2 | 2.0 | 4.8 | 1.1
O=C(CCNS(=O)(=O)c1cccc2nsnc12)NCc1ccc(F)cc1 | 9.1 | -0.3 | -4.7 | 0.9 | -0.7 | 1.6 | 1 | 3.4 | -2.5 | 3.4 | 1
Cc1ccc(Nc2nc(COC(=O)C3CC3)cs2)cc1 | 0.2 | -0.1 | 17.2 | 0.8 | 0.0 | -1.1 | 0.9 | 15.3 | -5.7 | 12.6 | 0.8
O=c1c2ccccc2nc(-c2ccccc2)n1CCCN1CCOCC1 | -7.4 | -0.1 | -3.3 | 0.9 | 0.8 | 1.9 | 1 | 2.9 | 6.1 | 1.8 | 0.9
COc1cc([N+](=O)[O-])c(C(=O)N2CCOCC2)c([N+](=O)[O-])c1 | -4.5 | -0.3 | 2.7 | 1 | -0.3 | 1.8 | 0.8 | -0.6 | 13.1 | 17.0 | 0.9
O=C(c1ccc2ccccc2c1)C1CCCN(C(=O)CCn2cnnn2)C1 (stereo not drawn) | 0.7 | 0.0 | 10.5 | 0.9 | -0.4 | 0.0 | 0.9 | 13.2 | 12.5 | 11.7 | 0.9
CCC(=O)N1CCN(c2ccc(NC(=O)c3ccc4c(c3)OCCO4)cc2)CC1 | 6.5 | -0.1 | -15.0 | 1 | -0.3 | 5.2 | 0.9 | -2.2 | 5.7 | 11.0 | 0.9
COC(=O)c1ccc(NC(=O)CS(=O)(=O)Cc2ccccc2)cc1 | 8.4 | -0.3 | -1.9 | 0.9 | -2.4 | 6.8 | 0.9 | 16.3 | -7.5 | 9.1 | 1
CN1c2ccccc2N(C)C1c1ccc2c(c1)OCO2 | 23.9 | -0.2 | -9.4 | 0.9 | 0.3 | 0.1 | 0.9 | -4.4 | -4.3 | 9.6 | 1
COc1ccccc1CNC(=O)COC(=O)Cc1c(F)cccc1Cl | 8.4 | -0.2 | -3.7 | 1 | -2.2 | 4.6 | 0.9 | 5.3 | 1.5 | 10.4 | 0.9
C=CCn1c(SCC(=O)NCC2CCCO2)nc2scc(-c3ccco3)c2c1=O (stereo not drawn) | -0.4 | -0.1 | -12.2 | 1.3 | 1.7 | 7.7 | 0.8 | -14.4 | 4.3 | 17.7 | 1.4
O=C(CCCC(=O)OCC(F)(F)C(F)F)Nc1ccccc1F | 4.0 | -0.1 | -2.7 | 0.9 | -1.4 | 0.6 | 0.9 | -5.9 | -3.2 | 7.9 | 1
Oc1ccccc1C(=S)N1CCCCC1 | -41.4 | -0.1 | -2.8 | 1 | -2.5 | -0.7 | 0.8 | 3.3 | -8.5 | 17.1 | 0.9
Cc1nc(NC(=O)CSc2nnc(-c3ccc4c(c3)OCO4)o2)c(Cl)cc1Cl | -0.9 | 0.1 | -4.0 | 1.1 | 0.0 | 1.3 | 1.1 | 4.8 | -5.8 | -5.6 | 1
COC(=O)CSc1nc(Cc2ccccc2)nc2ccccc12 | -0.1 | -0.3 | 1.1 | 0.9 | -0.3 | 3.4 | 0.8 | -0.4 | 2.0 | 18.1 | 1
CCCC(=O)Nc1ccccc1NC(=O)c1ccc(OCC)cc1 | 9.6 | -0.2 | 4.1 | 1 | 0.7 | 1.2 | 0.6 | 6.9 | -4.7 | 42.7 | 1.1
Cc1ccc(NC(=O)C2(c3ccc([N+](=O)[O-])cc3)CCCC2)cc1 | 48.1* | -0.3 | -9.5 | 0.8 | -0.1 | 0.9 | 0.8 | 19.7 | 2.2 | 21.2 | 0.9
O=C(CSCCSCC(=O)c1ccco1)c1ccco1 | -12.0 | -0.2 | 9.7 | 0.9 | 1.8 | 1.1 | 0.9 | -0.3 | -1.9 | 5.8 | 1
CCN(CC)S(=O)(=O)c1ccc(-c2nnc(SCC(=O)Nc3ccc(OC)cc3)o2)cc1 | nt | -0.2 | 2.0 | 1 | -0.1 | -0.2 | 1 | 3.3 | 2.9 | -3.4 | 0.9
CC(=O)NC1=NC(=O)/C(=C/c2cn(C(C)=O)nc2-c2ccccc2)S1 | -5.7 | -0.1 | -17.3 | 0.9 | -0.6 | 6.8 | 0.6 | -1.8 | 9.6 | 40.6 | 1

One compound at a time, as listed above. Screens in order: S1P3 antag	Hsp70 activator	TLR4-MyD88 BLA	PMI activator	DTT redox prof	RAM network inh	Diaphorase act	G6PDH CS	Lmaj promast	Diaph inh CS	PMI act hi M6P
Listed for `CC(=O)NC1=NC(=O)/C(=C/c2cn(C(C)=O)nc2-c2ccccc2)S1` → -5.7	-0.1	-17.3	0.9	-0.6	6.8	0.6	-1.8	9.6	40.6	1
Listed for `Cc1ccc(NC(=O)C2(c3ccc([N+](=O)[O-])cc3)CCCC2)cc1` → 48.1*	-0.3	-9.5	0.8	-0.1	0.9	0.8	19.7	2.2	21.2	0.9
